From PubChem BioAssay
ADAM17 inh: ADAM17 inhibitors, primary screen, biochemical, QFRET; Disintegrin and metalloproteinase domain-containing protein 17 (Homo sapiens), P78536; recombinant ADAM17, EDANS/DABCYL FRET peptide cleavage; inhibition, % at 6.95 µM; 0.83% of 370,000 active; AID 720648, 2013;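 active = inhibition above the mean of compounds lying between control limits plus 3 SD, set per campaign, cut at about 8.5% in these data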;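 note: 0% = DMSO-only wells as the low control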
ssDAF12 agonist: S. stercoralis DAF-12 nuclear receptor activators, primary screen, cell-based, luminescence, HEK293, GRIP1 co-expression, lit1-tk-luc; activation, % at 6.8 µM; AID 652126, 2013; HEK293 ssDAF-12/GRIP1 lit1-tk-luc reporter; % of 3 µM dafachronic acid response; 1% of 370,000 active; Nuclear hormone receptor DAF-12 (Strongyloides stercoralis);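 active = activation above the mean over all tested compounds plus 3 SD, cut at about 0.9% in these data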;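 note: 0% = DMSO-only wells and 100% = 3 µM delta7-dafachronic acid wells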
HGIII-sPLA2 inh: human group III sPLA2 inhibitors, primary screen, biochemical, QFRET, BODIPY PC-A2 liposome substrate; QFRET BODIPY PC-A2 liposome hydrolysis, fluorescence; Group 3 secretory phospholipase A2 (Homo sapiens), Q9NZ20; AID 743126, 2013; 0.56% of 370,000 active; inhibition, % at 12.2 µM;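 active = inhibition above mean plus 3 SD of compounds lying within the high and low control bounds, cut at about 19% in these data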;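 note: 0% = median of test compound wells and 100% = no enzyme DMSO wells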
Target sequence (Q9NZ20 whole entry, looked up): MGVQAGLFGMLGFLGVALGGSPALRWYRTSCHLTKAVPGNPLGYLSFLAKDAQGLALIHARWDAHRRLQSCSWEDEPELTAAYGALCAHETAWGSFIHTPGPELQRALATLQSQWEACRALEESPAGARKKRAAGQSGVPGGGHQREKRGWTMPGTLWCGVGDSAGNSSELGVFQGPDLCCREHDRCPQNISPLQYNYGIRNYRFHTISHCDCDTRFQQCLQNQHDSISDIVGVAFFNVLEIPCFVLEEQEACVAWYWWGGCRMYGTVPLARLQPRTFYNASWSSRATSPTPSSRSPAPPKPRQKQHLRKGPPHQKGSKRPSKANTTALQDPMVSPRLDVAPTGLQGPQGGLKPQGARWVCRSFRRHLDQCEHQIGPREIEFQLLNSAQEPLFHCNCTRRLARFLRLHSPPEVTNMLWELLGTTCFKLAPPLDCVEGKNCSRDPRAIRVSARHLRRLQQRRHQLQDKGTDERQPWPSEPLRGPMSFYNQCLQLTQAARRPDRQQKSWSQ
DAX1 inh-1: DAX1 (NR0B1) inhibitors on StAR promoter, primary screen, cell-based, luminescence, SF-1 (NR5A1), full-length DAX-1 | HEK293T StAR-luciferase reporter, SF-1/DAX-1 repression relief | inhibition, % at 6.8 µM | 1.1% of 370,000 active | AID 652010, 2013;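 active = inhibition above the mean over all tested compounds plus 3 SD, cut at about 3.6% in these data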;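 note: 0% = DAX-1 cells with DMSO and 100% = cells lacking DAX-1 with DMSO; higher inhibition means more luminescence from relief of DAX-1 repression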
hgDAF12 agonist: H. glycines DAF-12 receptor agonists, primary screen, cell-based, luminescence, HEK293, GAL4 fusion, UAS-luciferase | Nuclear hormone receptor DAF-12 (Heterodera glycines), GAL4 fusion | HEK293 GAL4-hgDAF12 UAS-luciferase reporter, agonist luminescence; normalized to butyrate control | activation, % at 6.8 µM | 1.8% of 370,000 active;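 active = activation above a cutoff set at the mean of all screened compounds plus 3 SD, cut at about 10% in these data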;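 note: 0% = DMSO wells and 100% = sodium butyrate wells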
PLC-beta3 inh: human PLC-beta3 inhibitors, primary screen, biochemical, fluorescence | 1-phosphatidylinositol 4,5-bisphosphate phosphodiesterase beta-3 (Homo sapiens), Q01970 | Purified PLC-beta3, fluorogenic substrate | inhibition, % at 12.2 µM | 0.18% of 370,000 active | AID 720704, 2013; in the data active = inhibition above about 11%;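 note: 0% = median of compound wells on plate and 100% = full blocker control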
ADAM10 inh: human ADAM10 inhibitors, primary screen, biochemical, QFRET, HTS. inhibition, % at 7 µM. recombinant ADAM10, EDANS/DABCYL FRET peptide cleavage, 3 h. Disintegrin and metalloproteinase domain-containing protein 10 (Homo sapiens), O14672. 0.62% of 370,000 active;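 active = inhibition above a per-campaign cutoff equal to the mean of compounds falling between control-based bounds plus 3 SD, cut at about 20% in these data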;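 note: 0% = DMSO wells while the 100% control is not disclosed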
Target sequence (O14672 214-748 limits assumed): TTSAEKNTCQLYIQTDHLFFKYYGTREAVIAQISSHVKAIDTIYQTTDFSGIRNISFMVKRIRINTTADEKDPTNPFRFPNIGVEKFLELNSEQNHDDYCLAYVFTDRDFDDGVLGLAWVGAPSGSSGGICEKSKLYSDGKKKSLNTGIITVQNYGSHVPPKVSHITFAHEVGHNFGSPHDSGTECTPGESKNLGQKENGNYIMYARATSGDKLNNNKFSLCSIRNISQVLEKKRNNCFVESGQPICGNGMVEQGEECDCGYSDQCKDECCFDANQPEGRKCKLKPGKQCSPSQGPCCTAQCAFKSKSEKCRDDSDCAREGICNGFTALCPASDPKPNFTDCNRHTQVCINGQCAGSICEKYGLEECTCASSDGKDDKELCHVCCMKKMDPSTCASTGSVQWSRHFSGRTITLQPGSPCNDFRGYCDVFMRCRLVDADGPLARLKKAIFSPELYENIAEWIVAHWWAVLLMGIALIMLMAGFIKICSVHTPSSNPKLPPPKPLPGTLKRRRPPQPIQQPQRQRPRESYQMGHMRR
DAX1 inh-2: DAX1 (NR0B1) inhibitors, primary screen, cell-based, HEK293, Gal4-DAX1, luciferase luminescence | HEK293 Gal4-DAX1 luciferase reporter | inhibition, % at 6.75 µM | 0.99% of 340,000 active | AID 504766, 2011;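 active = inhibition above the mean over all tested compounds plus 3 SD, cut at about 4.2% in these data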;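 note: 0% = DAX1-transfected cells with DMSO and 100% = empty-vector control cells with DMSO; inhibition shows as a rise in luminescence from relieved DAX1 repression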
PLCg1 inh: PLC-gamma1 enzyme inhibitors, primary screen, biochemical, fluorescence, purified enzyme; fluorogenic substrate; inhibition, % at 12.2 µM; 0.84% of 370,000 active; in the data active = inhibition above about 9.5%
GAA850 FXN act: FXN promoter activators, primary screen, cell-based, luciferase luminescence, HEK293 lucGAA850; HEK293 lucGAA850 FXN promoter luciferase reporter, 24 h; percent of 10 µM SAHA response; activation, % at 6 µM; 0.56% of 360,000 active;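 active = activation above the average of all compounds screened plus 3 SD, cutoff fixed separately per campaign, cut at about 7.5% in these data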;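 note: 0% = DMSO wells and 100% = 10 µM SAHA wells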
hcDAF-12 act: H. contortus DAF-12 nuclear receptor activators, primary screen, cell-based, luminescence, HEK293, lit1-tk-luc reporter; HEK293 hcDAF-12 lit1-tk-luc reporter; 0% DMSO, 100% Δ7-dafachronic acid; activation, % at 6.8 µM; 1.4% of 370,000 active;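 active = activation above the mean of all tested compounds plus 3 SD, cut at about 5.5% in these data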;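 note: 100% = response to 3 µM Δ7-dafachronic acid high control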
The depositor's hits bear a star; i = inactive; · = not tested or not shown. No enrichment for hits; 6.9% or so of the library scored in one or more.

nr	mol	HGIII-sPLA2 inh	PLC-beta3 inh	ADAM17 inh	GAA850 FXN act	hgDAF12 agonist	hcDAF-12 act	PLCg1 inh	DAX1 inh-1	DAX1 inh-2	ADAM10 inh	ssDAF12 agonist
1	COc1ccccc1CNC(=O)C/C(C)=N/NC(=O)Cc1ccc(OC)c(OC)c1	-4	1	-1	0.8	0.7	-3.4	-1	0.1	-1.2	4	-1.5
2	CN(C)S(=O)(=O)c1cccc(C(=O)OCC(=O)NCc2ccc3c(c2)OCO3)c1	-2	2	1	0.7	2.5	-0.1	-1	0.1	0.1	1	-1.0
3	COc1nc(OC)nc(N2CCC(C(=O)NCC3CCCCC3)CC2)n1	1	8	0	0.4	-0.1	-0.4	4	0.0	-0.3	8	-0.8
4	Nc1c(N(CCC2=CCCCC2)C(=O)COc2ccc([N+](=O)[O-])cc2)c(=O)[nH]c(=O)n1Cc1ccccc1	13	0	-3	1.1	-1.7	-1.6	-1	-1.0	-0.8	-4	-0.7
5	CCN(Cc1ccccc1)S(=O)(=O)c1ccc(C(=O)N(CCCN(C)C)c2nc3cc4c(cc3s2)OCCO4)cc1	-12	-13	2	-1.5	-0.9	-0.2	-2	1.1	1.1	3	-1.2
6	O=C(Cc1c[nH]c2ccccc12)Nc1ccc(Nc2ccncc2)cc1	-69	-2	1	·	-1.8	6.0*	-3	0.1	·	4	0.3
7	CC1CCN(C(=O)CSc2nnc(-c3cc4ccccc4cc3O)n2Cc2ccco2)CC1	-69	-37	0	-4.3	-0.9	-1.6	-26	-0.1	-1.5	1	-1.1
8	CN(C)C=NC(=O)c1cn(-c2ccc(F)cc2)c(=O)c2ccccc12	7	-2	-6	0.1	0.9	0.2	-1	-0.7	-0.8	-12	-1.1
9	COc1cccc(C(=O)NNC(=O)c2cccnc2)c1	1	0	2	-0.9	-1.8	-0.5	3	0.3	2.6	7	-1.0
10	CC1CCc2[nH]c3ccc(C(=O)N(C)CC(=O)Nc4ccc(F)cc4)cc3c2C1 (configuration not stated)	-46	-18	5	0.7	-0.8	-0.7	-7	-0.4	1.0	-2	-0.5
11	CC(C)CNC(=O)OCc1cn(Cc2ccccc2)nn1	2	2	-2	·	9.0	1.6	-2	-0.2	·	-1	-1.1
12	CN(C)C(=O)c1ccc(NC(=O)c2cccc(S(=O)(=O)N3CCCc4ccccc43)c2)cc1	-24	-7	1	2.0	-7.6	-3.4	-3	-3.8	-1.6	4	-1.2
13	CC(C)(C)c1ccc2c(c1)OC(C(=O)N/N=C/c1ccc[nH]1)CO2 (configuration not stated)	-1	7	1	·	-7.0	-5.0	5	·	·	5	-2.2
14	Cc1ccc(S(=O)(=O)/C(C#N)=C/c2c(N3CCC(C(N)=O)CC3)nc3ccccn3c2=O)cc1	-3	-55	1	1.2	1.6	0.3	-48	-0.5	2.1	-13	-1.1
15	CCCCn1c(NS(=O)(=O)c2ccccc2)c(S(=O)(=O)c2ccc(C)cc2)c2nc3ccccc3nc21	27*	-20	-32	-5.0	-11	1.4	17*	-2.8	-3.5	-102	-0.9
16	O=C(NNC1=NCCC1)C1CC1	-1	1	2	1.3	0.4	-1.6	1	-0.1	1.0	-11	-1.1
17	Cc1nc2c3cc(Cl)ccc3n(CCN3CCOCC3)c2s1	6	-3	6	-2.5	-0.6	-1.4	4	-0.3	3.3	-10	-1.1
18	O=C(N/N=C/c1ccccn1)c1ccccc1	0	5	3	3.9	7.8	4.1	11*	2.3	-0.7	3	-0.5
19	CC1(C)CC(=O)C(C(=O)Cc2ccccc2[N+](=O)[O-])C(=O)C1	13	-2	-5	2.2	-0.3	4.8	-3	-0.3	-0.6	1	-1.1
20	Cc1cc2oc(=O)cc(CN3CCCC3)c2cc1Cl	-2	-37	-6	·	2.5	1.2	-11	2.7	·	-36	-0.9
21	CCOc1ccc(NC(=O)CSc2nnc(C34CC5CC(CC(C5)C3)C4)n2C)cc1	-3	2	-1	-1.2	0.2	0.1	2	-0.8	0.2	1	-1.3
22	O=C(NCc1c(Cl)cccc1Cl)c1[nH]c(C(F)(F)F)nc1-c1ccccc1	-7	2	1	·	-1.9	-0.7	-4	-0.9	·	-6	-1.5
23	COc1ccc(C(=O)NCCc2c[nH]c3ccccc23)cc1S(=O)(=O)N1CCOCC1	-14	3	1	-2.8	-0.4	5.5	4	-0.2	-0.6	5	-0.5
24	COC(=O)c1ccc[n+](CC(=O)c2ccc(Br)cc2)c1	-6	-10	0	-1.3	1.3	-0.1	-7	0.5	1.1	-2	-0.2
25	Cc1cn2c(N)c(/C=C3\C=Nc4ccccc43)c(=O)nc2s1	-12	-9	-2	3.2	-0.4	-0.6	-1	0.3	-0.8	-3	-1.3
26	COc1ccc(CC(=O)NC2CCN(Cc3nnnn3C(C)(C)C)CC2)cc1OC	-1	5	4	1.6	-1.3	1.5	-4	0.2	-0.1	5	-0.6
27	O=C(Nc1cc(Cl)cc(Cl)c1)c1cnn2cccnc12	7	-9	-7	-0.4	-0.6	-0.4	-10	0.4	0.3	-5	-0.8
28	Cc1nc2ccc(Cl)cn2c1[N+](=O)[O-]	3	-2	0	0.3	-0.3	0.2	1	-1.3	-0.6	-5	-1.4
29	CCOC(=O)c1ccc(N2C(=O)c3n[nH]c(-c4ccco4)c3C2c2cccc([N+](=O)[O-])c2)cc1 (configuration not stated)	7	2	7	1.4	-0.7	0.5	13*	0.4	-0.7	33*	-0.6
30	Cc1cc2nccc(-c3ccc(Cl)cc3Cl)n2n1	-3	-38	-1	1.7	0.4	-2.5	-25	-0.1	-0.9	-2	-1.6

The list continues:
nr	mol	HGIII-sPLA2 inh	PLC-beta3 inh	ADAM17 inh	GAA850 FXN act	hgDAF12 agonist	hcDAF-12 act	PLCg1 inh	DAX1 inh-1	DAX1 inh-2	ADAM10 inh	ssDAF12 agonist
31	CCOc1ccccc1OCc1nn2c(COc3ccccc3)nnc2s1	-7	-5	-2	0.1	-0.6	-0.5	-2	-0.7	0.8	-4	-1.3
32	COc1ccc(C(=O)Oc2cccnc2)cc1OC	6	1	-4	5.2	0.2	-0.9	4	0.8	-0.4	-3	-0.8
33	S=C(Nc1cc(Cl)ccc1Cl)Nn1cnnc1	10	-5	-1	-0.6	0.2	-0.2	4	0.2	·	10	-0.6
34	CCCCCC(=O)Nc1c(-c2cccs2)c(=O)c2ccccc2n1C	-2	-55	-12	1.3	0.1	0.9	-41	-0.2	0.9	-37	-0.1
35	Cc1cc(-c2[nH]nc3c2C(c2ccsc2)C(C#N)=C(N)O3)c(C)s1 (configuration not stated)	-31	-37	3	1.3	-1.6	0.6	-21	-0.8	-0.4	15	-0.2
36	COc1ccc(N(CC(=O)NCCC(C)C)C(=O)c2snc(C(=O)NC3CCCCC3)c2N)c(OC)c1	1	-2	-2	-0.2	0.9	-0.6	3	-0.1	-0.5	16	-0.9
37	CC(O)C(=O)N/N=C/c1cccc(Cl)c1Cl (configuration not stated)	3	2	0	4.5	-1.5	1.0	5	0.4	-0.1	6	-1.0
38	Cc1nn2c(N3CCOCC3)cc(C(C)C)nc2c1-c1ccccc1	16	-5	-6	-0.9	-2.2	-0.4	-2	0.7	-1.6	5	-1.2
39	CN(C)c1ccc(/C=N/N2CCN(Cc3ccccc3Cl)CC2)cc1	-1	-5	-2	1.2	-1.8	-1.1	-2	0.0	1.6	3	-0.7
40	C=CCn1c(NCc2ccc3c(c2)OCO3)nc2ccccc21	-7	0	2	4.4	2.2	0.6	2	0.2	0.3	3	-1.2
41	COc1ccc(-c2cc(NC(=O)c3cncn3-c3ccccc3)ccc2OC)cc1	-4	-16	1	7.1	-0.4	0.9	-6	-0.1	-2.2	3	-0.1
42	COc1cc(-c2nc3ccc(C)cn3c2NCc2ccccc2)ccc1SC1CCCCC1	12	i	-190	1.3	0.2	-2.2	i	-0.7	0.1	i	-1.7
43	O=C(COC(=O)c1ccc(Cl)nc1)NC1CCCCCC1	-7	-6	0	0.6	2.0	-0.5	-1	1.0	0.2	0	-1.0
44	CCOc1ccc(N2C(=O)CC(SC(=NC)Nc3cccc(OC)c3)C2=O)cc1 (configuration not stated)	-27	-5	0	-0.7	-2.8	-1.5	2	-0.3	-0.7	7	-2.3
45	CCN(C[C@H]1N[C@@](Cc2ccccc2)(C(=O)OC)[C@H]2C(=O)N(C)C(=O)[C@@H]12)S(=O)(=O)c1ccc(C(F)(F)F)cc1	-1	2	-3	-3.9	-3.4	-0.9	-1	-0.8	-1.0	-6	-1.2
46	C[C@@H](NC(=O)c1[nH]cnc1C(=O)Nc1cccc(Cl)c1)c1ccccc1	2	1	-1	1.5	-0.1	-1.7	4	-0.3	2.0	-3	-0.7
47	CCOC(=O)c1c(N)sc2c1C1CCN2CC1	19	0	-2	2.4	-1.6	-1.6	2	0.5	-1.2	-7	-1.4
48	CC1CCCN(CC(=O)NNC(=O)COc2ccc(Br)cc2)C1 (configuration not stated)	0	-4	-1	1.3	-1.9	-1.5	1	0.1	0.1	-15	-0.9
49	COc1ccc(S(=O)(=O)N2CCOCC2)cc1NC(=O)COc1cccnc1[N+](=O)[O-]	4	5	2	2.2	-0.2	0.4	2	-0.6	0.5	8	-0.8
50	COC(=O)C1=C(C(=O)OC)C2CCCC1C1N=NN(c3ccccc3)C21 (configuration not stated)	2	2	0	·	0.1	0.8	0	1.7	·	1	-1.4
51	Nc1nnc(SCC(=O)Nc2ccccc2)s1	13	3	-6	1.1	0.1	-1.0	0	0.2	1.1	-3	-1.4
52	CCOC(=O)N1CCN(Cc2nc3c(c(=O)n(C)c(=O)n3C)n2Cc2cccc3ccccc23)CC1	-11	-2	-4	-0.6	-0.8	0.4	1	-0.5	0.7	4	-1.4
53	O=C(N/N=C/c1cccc(Oc2ccc([N+](=O)[O-])cc2[N+](=O)[O-])c1)c1cncc(Br)c1	-3	-2	-4	-2.7	0.5	-1.8	1	0.6	-0.5	0	-1.2
54	Cc1cc(C)c(OCC(=O)OCC(=O)N2CCN(C(=O)c3ccco3)CC2)c(C)c1	6	-8	-4	1.1	0.7	-0.7	-3	-0.1	3.0	-6	-0.8
55	CCc1ccc(-c2cn3nc(-c4ccccc4)cnc3n2)cc1	10	-47	-8	1.4	2.5	0.2	-41	0.5	0.5	-21	-1.5
